M1AAP inhibition: P. falciparum M1AAP inhibitors, biochemical, fluorogenic H-Leu-NHMec substrate, 1536-well (AID 1445) | recombinant M1AAP, H-Leu-NHMec fluorogenic kinetic assay; higher % means a stronger effect | 0.42% of 220,000 active | inhibition, % at 30 µM; hits with a dose series show IC50 in µM | Aminopeptidase N (Plasmodium falciparum (isolate 3D7));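 active = primary inhibition above the hit cutoff, then over 50% inhibition at one or more dose response concentrations, cut at about 23% in these data, passing the limit was not always enough; inconclusive = conflicting primary data, or primary hits not chosen for dose response; inactive = low primary inhibition, or under 50% at every dose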;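 also: plate controls were DMSO full reaction for no effect and no enzyme background for full effect; strong numbers were not always called active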
AID2073: inhibitors of Mint1-CaV2.2 protein interaction, biochemical, HTRF (AID 2073); Voltage-dependent N-type calcium channel subunit alpha-1B (Homo sapiens); HTRF protein-protein interaction, Mint1-CaV2.2; higher % means a stronger effect; one-dose inhibition, % at 20 µM; IC50 in µM for titrated hits; 0.19% of 290,000 active; in the data active = inhibition mostly above about 51%, no sharp cut-off; inconclusive = no clear call, values can overlap the other calls; inactive = mostly below about 53%; also: some results filed as inactive read as strong as hits
PMI inhibition: human PMI inhibitors, high substrate, primary screen, biochemical, fluorescence intensity, high mannose 6-phosphate (AID 1220). inhibition, % at 20 µM; hits with a dose series show IC50 in µM. 0.66% of 190,000 active. recombinant PMI enzyme, coupled fluorescence intensity; higher % means a stronger effect. Mannose-6-phosphate isomerase (Homo sapiens)
Siah-1 displacement: Siah-1 peptide-binding antagonists, primary screen, biochemical, fluorescence polarization, rhodamine-plectin, uHTS (AID 1817); 0.02% of 290,000 active; Siah-1 / rhodamine-plectin peptide fluorescence polarization; higher % means a stronger effect; displacement, % at 20 µM; hits with a dose series show IC50 in µM; E3 ubiquitin-protein ligase SIAH1 (Homo sapiens);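 active = displacement of at least 50% at 20 µM, with a fluorescence ratio check between 0.3 and a set limit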;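 also: plate controls were Siah plus tracer with DMSO for no effect and tracer alone without Siah for full effect; strong numbers were not always called active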
LYP phosphatase: inhibitors of LYP phosphatase, biochemical, fluorescence intensity, uHTS (AID 1779) | inhibition, % at 11.5 µM; hits with a dose series show IC50 in µM | Tyrosine-protein phosphatase non-receptor type 22 (Homo sapiens) | recombinant LYP phosphatase, fluorescence intensity; higher % means a stronger effect | 0.054% of 290,000 active;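 also: plate controls were vehicle with enzyme for no effect and no enzyme for full effect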
Dynein cargo inh: inhibitors of GR-EGFP nuclear translocation, primary screen, dynein cargo transport inhibitor project, imaging, high-content, 3617.4 mouse cells; test concentration mostly 20 µM; stimulated with dexamethasone, 1 µM; hits give low values; z-score, hits read low; 0.47% of 220,000 active; AID 1381, 2008;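 active = plate z-score of nuclear minus cytoplasmic receptor signal below a set negative limit, without overly bright fluorescence or cell loss, cut at about -3.5 in these data, passing the limit was not always enough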;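 also: z-score of nuclear minus cytoplasmic ring GR-EGFP intensity difference per well; some compounds called inactive have numbers as strong as hits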
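Buffer or medium: tet-free medium with charcoal-stripped serum / Also added: dexamethasone agonist, 1.0 µM final, for 30 min / Timing: induction 48 h, compound 1 h, agonist 30 min / Measured by: high-content fluorescence imaging after fixation / Read-out: nuclear-to-cytoplasmic GR-EGFP distribution per well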
human PMI inhibition: inhibitors of human PMI, primary screen, biochemical, fluorescence intensity, coupled assay (AID 1209); purified PMI enzyme, coupled fluorescence intensity; higher % means a stronger effect; inhibition, % at 20 µM; hits with a dose series show IC50 in µM; 0.42% of 190,000 active;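 also: plate controls were DMSO vehicle for no effect and wells lacking substrate for full effect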
XIAP antagonists: XIAP antagonists, biochemical, IAP family, fluorescence polarization (AID 1018). E3 ubiquitin-protein ligase XIAP (Homo sapiens). XIAP BIR domain, fluorescence polarization peptide displacement; higher % means a stronger effect. displacement, % at 20 µM, or IC50 in µM where a hit was titrated. 0.007% of 200,000 active; in the data active = displacement above about 50%; also: a part of the inactive calls stands beside numbers as strong as those of hits
P. falciparum M17LAP: P. falciparum M17LAP inhibitors, primary screen, biochemical, fluorogenic H-Leu-NHMec substrate, 1536-well (AID 1619) | 0.38% of 220,000 active | recombinant M17LAP, H-Leu-NHMec fluorogenic kinetic assay; higher % means a stronger effect | inhibition, % at 30 µM; hits with a dose series show IC50 in µM;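 active = compound inhibiting the enzyme by more than half at any dose during confirmatory dose-response retesting; inconclusive = strong single-dose inhibitors picked by rank but not retested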;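 also: plate controls were full reaction with DMSO carrier for no effect and no enzyme background for full effect; strong numbers were not always called active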
Dynein cargo inh cytoplasmic EGFP: second read-out of Dynein cargo inh, no call of its own (marks repeat the call); z-score; measured here: cytoplasmic GR-EGFP intensity; hits give high values
Dynein cargo inh nuclear GR-EGFP: second read-out of Dynein cargo inh, no call of its own (marks repeat the call); z-score; measured here: nuclear GR-EGFP intensity;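 lower value marks the stronger effect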
Dynein cargo inh cell count: also measured in Dynein cargo inh; calls as there; z-score; measured here: cell count per field
Numbers without * were called inactive; ? = inconclusive; . = not tested or not shown. Rule as the data show it, unless noted: active = inhibition above about 50%; inactive = the rest.

SMILES	M1AAP inhibition	AID2073	PMI inhibition	Siah-1 displacement	LYP phosphatase	Dynein cargo inh	Dynein cargo inh cytoplasmic EGFP	Dynein cargo inh nuclear GR-EGFP	Dynein cargo inh cell count	human PMI inhibition	XIAP antagonists	P. falciparum M17LAP
COC(=O)c1nc2ccccn2c1F	-1%	5%	-2%	-2%	-6%	0.59	-0.3	0.33	0.048	-4%	5.0%	-12%
Cc1cccc(N2C(=O)CC(N(O)c3ccccc3)C2=O)c1 (stereo unspecified)	7%	-9%	-9%	1%	-15%	1.3	-0.3	0.56	-1.3	-2%	-6.1%	22%
Cc1ccc(Nc2ncnc(N)n2)cc1C	10%	-10%	0%	-4%	-5%	-0.36	-0.32	0.041	0.079	0%	-9.8%	-11%
O=S1(=O)c2cccc3cccc(c23)N1Cc1ccc(-c2nnco2)cc1	15%	14%	2%	1%	-6%	-0.026	-0.19	0.27	-0.5	6%	-2.3%	-2%
COc1ccc(C(=O)NCc2ccccc2)cc1Br	4%	1%	-4%	6%	6%	0.6	-0.03	0.25	-0.78	1%	1.3%	10%
CN(C)S(=O)(=O)c1ccc2c(c1)nc(CCC(=O)NCC1CCCCC1)n2C	3%	-3%	4%	-1%	-8%	0.031	-0.22	-0.2	0.31	6%	-1.1%	-10%
COC(=O)c1ccc(CSc2ncnc3sc(C)c(C)c23)o1	2%	-14%	2%	1%	4%	-0.72	0.036	0.032	0.14	10%	-3.7%	-3%
COc1ccc(C(=O)Nc2ccccc2C(=O)O)cc1Cl	-5%	9%	-3%	3%	0%	0.75	-0.3	0.086	-0.47	1%	-2.4%	18%
CC1CC(=O)N(c2ccc(N(C)Cc3ccccc3)c([N+](=O)[O-])c2)C1=O (stereo unspecified)	5%	1%	10%	-5%	-1%	-1.1	-0.15	-0.43	1.3	1%	-9.3%	-2%
COc1ccc2[nH]c(=O)c(CN(Cc3ccco3)Cc3nnnn3Cc3ccccc3)cc2c1	20%	14%	-9%	1%	3%	-0.73	-0.044	-0.22	0.97	-21%	-9.5%	14%
Cc1ccc(-n2cc(CN3CCNC(=O)CC3)c(-c3cccc(C)c3)n2)cc1	0%	-2%	12%	9%	-4%	-0.66	-0.31	-0.45	0.63	10%	-7.3%	-10%
Cc1cccc(N2CCN(C(=O)C3CCCN(S(=O)(=O)c4cnc[nH]4)C3)CC2C)c1 (stereo unspecified)	1%	-8%	0%	-2%	-4%	-0.28	-0.24	-0.11	0.68	-9%	-0.3%	-6%
O=C(Nc1cc(C(F)(F)F)ccc1Cl)C(=O)N1CCCCC1	6%	8%	1%	6%	-8%	-1	-0.2	-0.62	0.066	4%	-6.2%	-2%
CC(C)(C)C(=O)NC(=S)N1CCOCC1	-1%	-11%	0%	10%	-5%	-0.87	-0.23	-0.24	0.57	2%	-10%	-12%
COC(=O)Cn1nc(-c2ccc(C)cc2)c2ccccc2c1=O	4%	-8%	3%	-2%	-3%	-0.31	-0.3	-0.19	0.33	-7%	1.1%	-7%
CCCN(CCC)S(=O)(=O)c1ccc(C(=O)Nc2c(C)n(C)n(-c3ccccc3)c2=O)cc1	4%	-1%	5%	3%	0%	-0.77	-0.37	-0.47	1.5	2%	-5.0%	0%
CC(=O)NC1C(Oc2ccccc2C)OC(CO)C(O)C1O (stereo unspecified)	-2%	-3%	.	-2%	-7%	-0.97	-0.26	-0.61	1.3	.	-1.0%	-12%
O=S1(=O)CC(NCc2ccccc2)C(Nc2ccccc2)C1 (stereo unspecified)	10%	18%	11%	-1%	-4%	-0.69	0.46	-0.55	1.2	11%	-10%	-2%
Fc1ccc(COc2ccc(Br)cc2CNCC2CCCO2)cc1 (stereo unspecified)	3%	-7%	-7%	-2%	1%	0.44	-0.29	0.04	-0.2	-15%	-4.4%	-5%
CCN1C(=O)CSC1=NC1C2CC3CC(C2)CC1C3 (stereo unspecified)	7%	-2%	-13%	4%	0%	0.15	-0.37	0.23	0.4	-8%	1.2%	-13%
CC(C)CCN1CCN(Cc2cccn2-c2ccccn2)CC1CCO (stereo unspecified)	0%	7%	0%	0%	-10%	-0.88	-0.25	-0.44	0.88	4%	-6.1%	-4%
Cc1ccc(C(=O)Nc2cccc(-c3cn4ccccc4n3)c2)cc1	3%	13%	9%	2%	0%	-0.59	-0.28	-0.4	0.64	16%	-1.2%	-4%
COC(=O)c1cc(NC(=O)C2COc3ccccc3O2)cc(C(=O)OC)c1 (stereo unspecified)	6%	7%	12%	3%	-8%	-0.22	-0.26	0.079	-0.17	9%	-1.7%	4%
CCC(Sc1nc(N)cc(=O)[nH]1)C(=O)Nc1cc(C)on1 (stereo unspecified)	-2%	1%	6%	-2%	-3%	-0.74	-0.33	-0.35	0.84	-2%	-12%	1%
CO/N=C/C(=N\Nc1cc(OC)cc(OC)c1)C(=O)c1ccccc1	6%	?	22%	0%	4%	1.2	-0.25	0.81	-1.1	17%	-2.6%	9%

More entries
SMILES	M1AAP inhibition	AID2073	PMI inhibition	Siah-1 displacement	LYP phosphatase	Dynein cargo inh	Dynein cargo inh cytoplasmic EGFP	Dynein cargo inh nuclear GR-EGFP	Dynein cargo inh cell count	human PMI inhibition	XIAP antagonists	P. falciparum M17LAP
CCOC(=O)c1ccc(NC(=S)N2CCN(CCN=CC3=C(O)CC(C)(C)CC3=O)CC2)cc1	3%	-34%	-4%	-2%	0%	-1.2	-0.22	-0.55	-0.1	-6%	-3.3%	8%
Cc1ccc(NC(=O)c2ccc(Nc3c([N+](=O)[O-])cc([N+](=O)[O-])cc3[N+](=O)[O-])cc2)cc1	8%	4%	4%	-5%	3%	-1.7	-0.042	-1.2	0.19	-19%	-2.4%	10%
CCN1CCN(Cc2c(O)ccc3c(=O)c(-c4ccc(OC)c(OC)c4)c(C(F)(F)F)oc23)CC1	4%	4%	12%	-3%	-4%	3	0.16	2.2	-2.8	10%	-2.3%	10%
Cc1ccc2nc(N(CCCN(C)C)C(=O)CN3C(=O)c4ccccc4C3=O)sc2c1	-1%	5%	1%	-2%	-4%	-0.46	-0.29	-0.13	1.1	0%	-7.3%	1%
Oc1c(C(c2cccs2)N2CCOCC2)sc2ncnn12 (stereo unspecified)	10%	0%	2%	0%	-3%	-0.58	-0.35	-0.24	1.1	2%	-1.5%	3%
COc1cccc(NC(=O)CSc2nnc(-c3cccs3)n2C)c1	8%	-5%	2%	1%	6%	0.46	-0.2	0.68	-0.22	3%	-2.9%	-11%
COc1ccc(-c2nc(SCC(=O)NC3CCCC3)c(-c3ccc(OC)cc3)[nH]2)cc1	5%	-5%	-3%	-5%	2%	0.96	0.06	1.7	-1.9	0%	-0.4%	-7%
O=[N+]([O-])/C=C/c1cc2ccccc2[nH]1	12%	19%	.	5%	-5%	-1.9	-0.012	-0.94	1	.	.	14%
COc1ccc(/C=C/c2nc3ccccc3n2C)cc1	12%	-8%	10%	-7%	-3%	0.032	-0.22	0.0078	0.28	-1%	-4.6%	-4%
CCN1CCN(C(=O)CN(Cc2ccccc2)S(C)(=O)=O)CC1	3%	-4%	9%	6%	-8%	-1.2	-0.28	-0.38	0.99	10%	-0.8%	-3%
Cc1cc(N)n(-c2ccc3ccccc3c2)n1	11%	6%	3%	11%	-4%	-0.3	0.23	0.7	0.16	15%	1.9%	-3%
O=C(Cc1coc(-c2ccc(F)cc2)n1)NC1CCCCC1	1%	-15%	9%	0%	-4%	0.17	-0.19	0.53	0.44	6%	-3.7%	4%
CCCN(CCC)CC(O)CN(c1cc([N+](=O)[O-])ccc1OC)S(=O)(=O)c1ccccc1 (stereo unspecified)	12%	-4%	19%	3%	-5%	-0.53	-0.2	-0.47	0.73	11%	-6.3%	1%
COc1cc(CNCCCN2CCOCC2)ccc1OCC(=O)NC(C)(C)C	-2%	5%	9%	1%	-7%	0.61	-0.28	0.71	-0.42	0%	-10%	2%
COc1ccc(-n2ccnc2SCC(=O)NO)cc1	-3%	6%	7%	5%	-5%	0.38	-0.33	0.87	0.26	-7%	-6.8%	14%
CCOC(=O)N1CCC(N(CCN(C)C)C(=S)Nc2cccc(Cl)c2)CC1	0%	-23%	11%	9%	-5%	-0.84	-0.23	-0.44	0.5	4%	-9.5%	-4%
Cc1sc2ncnc(SCC(=O)NC(=O)NCc3ccco3)c2c1C	5%	56%	-8%	20%	2%	0.089	0.41	0.27	0.0058	3%	5.9%	7%
O=C(O)CC(=O)Nc1ccccc1	0%	-4%	2%	8%	-3%	0.51	-0.21	0.32	0.14	4%	-3.9%	-4%
Cc1cc(NC(=O)COC(=O)CCC(=O)c2ccc(F)cc2)no1	12%	3%	-16%	-5%	-9%	-0.037	-0.39	0.094	0.41	-15%	-5.0%	-4%
NC(=O)c1ncn([C@@H]2O[C@H](CO)[C@@H](O)[C@H]2O)n1	-5%	-4%	-6%	-8%	-8%	1.1	-0.31	0.93	-0.13	-8%	-4.2%	-9%
COc1ccc(CCNC(=O)C(C(=O)c2ccc(F)cc2)n2ccccc2=O)cc1OC (stereo unspecified)	12%	6%	28%	2%	-5%	0.65	-0.22	0.71	-0.96	21%	-1.7%	2%
CC(C)OCCCNC(=O)CNC(=O)c1ccc(Cl)c(Cl)c1	3%	2%	-2%	3%	-6%	1.4	-0.28	0.91	-0.84	-6%	0.6%	2%
Cc1ccc(S(=O)(=O)C2(S(=O)(=O)c3ccc(C)cc3)CCCC2)cc1	3%	-2%	9%	4%	5%	0.48	-0.2	0.7	0.56	6%	-2.8%	-9%

Only Dynein cargo inh cell count and Dynein cargo inh cytoplasmic EGFP, for some of the entries so far:
structure | Dynein cargo inh cell count | Dynein cargo inh cytoplasmic EGFP
COc1cccc(NC(=O)CSc2nnc(-c3cccs3)n2C)c1 | -0.22 | -0.2
COc1ccc(-c2nc(SCC(=O)NC3CCCC3)c(-c3ccc(OC)cc3)[nH]2)cc1 | -1.9 | 0.06
